# CHT allo act: human CHT allosteric activation. 310,000 tested, 0.49% active. B-score at 10 µM. AID 488977. Q9GZV3. CHT-expressing cells, membrane potential dye, choline EC20; hits give high values; LV-AA mutant CHT in HEK293 cells;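 active means initial fluorescence not abnormally high and integrated response B-score, plate-corrected, over 3 SD above library mean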
# Target sequence (Q9GZV3 whole entry, looked up): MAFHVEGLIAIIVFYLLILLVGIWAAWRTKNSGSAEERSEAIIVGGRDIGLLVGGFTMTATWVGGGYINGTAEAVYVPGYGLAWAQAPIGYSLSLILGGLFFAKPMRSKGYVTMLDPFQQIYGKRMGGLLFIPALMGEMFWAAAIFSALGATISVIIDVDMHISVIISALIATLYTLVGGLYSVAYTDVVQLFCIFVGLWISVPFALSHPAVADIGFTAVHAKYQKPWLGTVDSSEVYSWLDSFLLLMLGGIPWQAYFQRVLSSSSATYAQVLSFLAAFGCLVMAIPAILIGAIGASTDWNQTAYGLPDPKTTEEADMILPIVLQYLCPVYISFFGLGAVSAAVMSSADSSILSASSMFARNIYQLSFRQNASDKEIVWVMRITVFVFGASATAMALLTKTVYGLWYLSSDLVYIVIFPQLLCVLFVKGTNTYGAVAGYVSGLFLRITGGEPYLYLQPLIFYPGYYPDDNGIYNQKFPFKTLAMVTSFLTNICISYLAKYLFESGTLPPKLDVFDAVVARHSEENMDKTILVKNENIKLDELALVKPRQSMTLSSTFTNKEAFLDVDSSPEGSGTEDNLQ
# OX1R antag-1: antagonists of human orexin 1 receptor (OX1R). inhibition, % at 6.6 µM. 330,000 tested, 1.8% active. OX1R-expressing cells, FRET antagonist read-out. AID 485270. O43613; in the data active means inhibition mostly above about 38%, no sharp cut-off; inactive means mostly below about 40%;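 further: 0% = agonist challenge alone and 100% = reference antagonist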
# Target sequence (O43613 whole entry, looked up): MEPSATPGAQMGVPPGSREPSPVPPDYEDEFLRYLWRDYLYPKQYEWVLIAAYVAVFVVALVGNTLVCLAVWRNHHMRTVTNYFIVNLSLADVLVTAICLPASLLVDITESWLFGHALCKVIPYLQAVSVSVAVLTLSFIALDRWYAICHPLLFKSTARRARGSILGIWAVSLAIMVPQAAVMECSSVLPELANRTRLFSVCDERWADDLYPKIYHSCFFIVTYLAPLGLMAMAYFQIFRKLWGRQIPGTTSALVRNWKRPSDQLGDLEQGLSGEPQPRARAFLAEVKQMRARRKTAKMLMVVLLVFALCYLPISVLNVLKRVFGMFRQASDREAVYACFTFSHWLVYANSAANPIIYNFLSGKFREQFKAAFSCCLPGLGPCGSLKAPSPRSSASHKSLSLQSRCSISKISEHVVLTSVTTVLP
# OX1R antag-2: human HCRTR1 antagonism | CHO/OX1R cells, Fluo-8 calcium fluorescence, orexin A | O43613 | AID 434989 | inhibition, % at 5 µM | 330,000 tested, 0.43% active;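 active means inhibition above its plate's threshold, mean inhibition of all tested compounds on the plate plus 3 SD, cut at about 37% in these data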;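 further: 0% = orexin A challenge wells and 100% = SB-334867-A antagonist wells; not every result past the cut was called active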
# * marks the source's active call; other numbers are inactive results; i = inactive; / = not tested or not shown.
# Sequence of screens – CHT allo act, OX1R antag-1, OX1R antag-2
- CCN(CC)C(=O)c1cc2c(=O)c3cc(F)ccc3oc2nc1C
 : i, 12, -17
- CCn1cc(C(=O)NC(=S)Nc2ccccc2Br)cn1
 : i, 14, -3
- Cc1nc(C)c(C(=O)Nc2ccccc2-c2ccccc2)o1
 : i, 9, -34
- COc1ccc(OC)c(-c2nnc(-c3ccc(C)o3)o2)c1
 : i, 11, -19
- CC1CC(C)CN(c2nc(NCc3ccco3)nc(N)c2[N+](=O)[O-])C1 (stereo unspecified)
 : i, 9, -20
- CCOCCCNC(=O)c1ccc(/C=C2\Oc3ccccc3N(C)C2=O)cc1
 : i, -1, -3
- Cn1cc(CC(=O)NCCCN2CCOCC2)c2ccccc21
 : i, 21, -3
- O=C(NCCNc1ccc(Cl)cc1[N+](=O)[O-])c1ccccc1F
 : i, 9, -8
- O=C(Cn1c(=O)oc2cc(S(=O)(=O)N3CCCC3)ccc21)NCc1ccccn1
 : i, 3, -8
- O=C(NC(=S)Nc1ccc(Br)cn1)c1cccnc1
 : i, 10, 4
- Cc1ccc2cc(CCNC(=O)CC(C)(C)C)c(=O)[nH]c2c1C
 : i, 14, -7
- CCOc1ccc(C(CCc2ccccc2)NC(=O)c2ccccc2)cc1OCC (stereo unspecified)
 : i, 13, -24
- CCn1cc(S(=O)(=O)CC(=O)Nc2cc(C)on2)c2ccccc21
 : i, 15, -20
- CC(C)C1Nc2ccc(C(=O)N3CCN(c4ccccn4)CC3)cc2NC1=O (stereo unspecified)
 : i, 6, -29
- O=c1[nH]nc(SCc2cc(Cl)ccc2Cl)c(=O)[nH]1
 : i, 27, -2
- CC(=O)NS(=O)(=O)c1ccc2sc(C)nc2c1
 : i, 0, -1
- Cc1ccc(CSc2nnc(-c3ccccc3N)c(=O)[nH]2)cc1
 : i, 3, -9
- Cn1c(CCNC(=O)c2ccccc2)nc2cc(NC(=O)c3ccco3)ccc21
 : i, 9, -30
- c1cc2c(cc1CN1CCOCC1)OCO2
 : i, 3, -6
- CCCCNC(=O)c1ccccc1SCc1c(C)noc1C
 : i, 10, -22
- CN1CCN(Cc2nc3c(c(=O)[nH]c(=O)n3C)n2CCc2ccccc2)CC1
 : i, 2, -16
- CC(C)CNC(=O)NC(=O)CSc1nc2ccccc2n1CC(C)C
 : i, 26, -20
- CCCCNC(=O)CSc1nc2cc3c(cc2c(=O)n1Cc1ccco1)OCO3
 : i, 5, -17
- Cn1ccsc1=NC(=O)c1ccc(S(C)(=O)=O)c([N+](=O)[O-])c1
 : i, 60, -9
- CC(=O)N1CCN(C(=O)c2ccc(-c3cccc(C(F)(F)F)c3)o2)CC1
 : i, 13, -17
- NC(=O)c1ccc(C(F)(F)F)cn1
 : i, 4, 8
- COc1cc(S(N)(=O)=O)c(OC)cc1N
 : i, 5, -9
- CCOc1ccccc1-c1cc(C(=O)N/N=C(\C)c2cccnc2)c2ccccc2n1
 : i, 19, -41
- Clc1cccc(Cl)c1OCCCCN1CCCCC1
 : i, 3, -15
- C=CC(O)Cc1c(C)n[nH]c1C (stereo unspecified)
 : i, 3, -4

# Molecules shown so far containing an aryl thioether with sulfur outside any ring:
# Sequence of screens – CHT allo act, OX1R antag-1, OX1R antag-2
- O=c1[nH]nc(SCc2cc(Cl)ccc2Cl)c(=O)[nH]1
 : i, 27, -2
- Cc1ccc(CSc2nnc(-c3ccccc3N)c(=O)[nH]2)cc1
 : i, 3, -9
- CCCCNC(=O)c1ccccc1SCc1c(C)noc1C
 : i, 10, -22
- CC(C)CNC(=O)NC(=O)CSc1nc2ccccc2n1CC(C)C
 : i, 26, -20
- CCCCNC(=O)CSc1nc2cc3c(cc2c(=O)n1Cc1ccco1)OCO3
 : i, 5, -17

# Additional results
# Sequence of screens – CHT allo act, OX1R antag-1, OX1R antag-2
- O=C(NN1C(=O)/C(=C/c2cccs2)SC1=S)c1ccccc1
 : i, 20, -17
- CCOC(=O)N1CCN(C(=S)NCCOC)CC1
 : i, 15, -5
- O=C(CSc1ccccc1)NCCCN1CCOCC1
 : i, 3, -9
- Oc1[nH]c2ccccc2c1C1=NCCCCC1
 : i, 28, -33
- Cc1ccc(C(C)C)c(OCC(=O)N2CCN(c3ncccn3)CC2)c1
 : /, 1, -3
- COCCn1c(=O)[nH]c2cc(C(=O)NCc3cccnc3)ccc2c1=O
 : i, 5, -2
- CC(=O)Nc1ccc(SCC(=O)Nc2ccccc2-c2ccccc2)cc1
 : i, 29, -12
- O=C(NN1C(=O)C2C3C=CC(C4CC34)C2C1=O)c1ccc(Cl)cc1Cl (stereo unspecified)
 : i, 0, -18
- N#Cc1cc2c(nc1SCc1ccc(Cl)cc1)CCCC2
 : i, 13, -4
- O=C(O)CN1C(=O)/C(=C\c2cc(Br)ccc2OCc2ccc([N+](=O)[O-])cc2)SC1=S
 : i, 8, -2
- O=C(CCC(=O)c1cccs1)NC(c1ccccc1)c1ccccc1
 : i, 20, -30
- CCN(C[C@H]1N[C@@](C)(C(=O)OC)[C@H]2C(=O)N(C)C(=O)[C@@H]12)C(=O)Nc1ccc(OC)cc1
 : /, 5, -14
- O=C(CCCc1ccccc1)NCc1ccccc1Cl
 : i, 22, -18
- CCN(CC)S(=O)(=O)c1cc(C(=O)O)ccc1OC
 : i, 7, -11
- CC(C)(C)c1ccc(-c2noc(CCC(=O)NCc3ccco3)n2)cc1
 : i, 11, -17
- O=[N+]([O-])c1cc2cccnc2c2ncccc12
 : 7*, 40, 0
- COCC(=O)N(C)C[C@H]1N[C@@](C)(C(=O)OC)[C@H]2C(=O)N(Cc3ccccc3)C(=O)[C@@H]12
 : /, 3, 1
- CCOc1ccc(C(C)=O)cc1COc1ccc(C)nc1[N+](=O)[O-]
 : i, 36, -8
- CCN1CCc2nc(NC(=O)CC(c3ccccc3)c3ccccc3)sc2C1
 : i, 10, -8
- CCOC(=O)c1cc(C)sc1NC(=O)CN1CCN(C(=O)C2CCCO2)CC1 (stereo unspecified)
 : i, 13, -18
- CCOC(=O)N1CCN(C(=O)CSc2ccc(-c3ccc(OC)cc3)nn2)CC1
 : i, 2, -24
- COCCN1C(=O)N[C@@H](CCc2ccccc2)C(C(C)=O)=C1C
 : i, 17, -7
- CC(C)COC(=O)C1[C@H]2C(=O)N(Cc3cccs3)C[C@]23C=C[C@H]1O3 (stereo partly specified)
 : i, -8, -20
- Cc1ccc2nc(NS(C)(=O)=O)sc2c1
 : i, -5, 10
- Cc1ccc(CCNC(=O)Cn2cccc2)cc1
 : i, 15, -11
- Cc1csc(NC(=O)C2COc3ccccc3O2)n1 (stereo unspecified)
 : i, 13, -13
- CCOc1ccccc1N1CCN(C(=O)COc2ccc3c(C)cc(=O)oc3c2)CC1
 : i, 2, -34
- CCOc1ccc(C2C(C#N)=C(N)Oc3cc(C)[nH]c(=O)c32)cc1OC (stereo unspecified)
 : i, 26, -8
- COC(=O)CC(NS(=O)(=O)c1cccs1)c1ccc2c(c1)OCO2 (stereo unspecified)
 : i, -8, -6
- CCCCNC(=O)COn1nnc2ccc(S(=O)(=O)N3CCOCC3)cc21
 : i, 17, -13

# (list continues)
# Sequence of screens – CHT allo act, OX1R antag-1, OX1R antag-2
- CCNC(=O)Nn1c(C)nnc1C
 : i, 11, 0
- CC(=O)Nc1ccc(NC(=S)NC(=O)C2CCCC2)cc1
 : i, 19, -14
- COCCn1c(SCC(=O)N2CCCCC2)nc2cccnc21
 : i, 14, -19
- COc1ccc(NC(=O)CN(C)C(=O)c2csc3c2CCCC3)cc1
 : i, 16, -24
- Cc1nnc(SCC(=O)Nc2ccc(N3CCOCC3)cc2)n1Cc1ccccc1
 : /, 0, -2
- CCc1ccc(NC(=O)NCCN2CCCCC2)cc1
 : i, 15, -12
- CCOc1ccc(OCC)c(NC(=O)CCn2c(=O)oc3ccccc32)c1
 : i, 17, -34
- Cc1cccc(-n2c(SCC(=O)Nc3ncc(Cl)cc3Cl)nc3ccccc32)c1
 : i, 5, -44
- C[C@@H](C(=O)N1CCNCC1)n1cc(CCC(=O)O)nn1
 : i, 14, -14
- COc1ccc(C2CC(c3ccc(OC)c(OC)c3)=NN2S(C)(=O)=O)cc1 (stereo unspecified)
 : i, 16, -10
- O=c1c2ccccc2nc(/C=C/c2cccc([N+](=O)[O-])c2)n1CCO
 : i, 19, -21
- COc1ccc(/C=C(/NC(=O)c2ccccc2)C(=O)N/N=C/c2sccc2C)cc1
 : i, 24, -5
- CCc1noc(C)c1C(=O)NCCc1c[nH]c2ccccc12
 : i, 27, -3
- CCOC(=O)N1CCN(C(=O)C2CCCN(S(=O)(=O)c3ccc(OCC)cc3)C2)CC1 (stereo unspecified)
 : i, 15, -17
- Oc1ccc(Oc2ccc(Oc3ccc(O)cc3)cc2)cc1
 : i, 24, -2
- S=c1[nH]nc(-c2ccccc2)n1/N=C/c1c[nH]c2ccccc12
 : i, 31, -5
- O=C(CCN1C(=O)c2ccccc2C1=O)Nc1sc2c(c1C(=O)NCC1CCCO1)CCC2 (stereo unspecified)
 : i, 15, -34
- COC(=O)c1ccc(OCC(=O)NC2CCCCCCC2)cc1
 : /, 22, 3
- C/C(=N/NC(=O)c1ccn(C)n1)c1ccncc1
 : i, 5, -8
- CN(C)C(CNC(=O)CCc1nc2ccccc2s1)c1ccccc1 (stereo unspecified)
 : i, 15, -10
- CC1CCN(C2=NC(=O)/C(=C/c3cn(-c4ccccc4)nc3-c3cccc(S(=O)(=O)N(C)C)c3)S2)CC1
 : i, 19, -36
- COc1ccc(-c2nc(=S)[nH][nH]2)cc1
 : i, 0, -4
- CNc1n[nH]c(=S)s1
 : i, 1, -4
- CSc1ccc(Cl)c(C(=O)N2CCN(c3ncccn3)CC2)c1
 : /, 0, -13
- O=c1cc(CN2CCN(c3ccc(O)cc3)CC2)nc2scc(-c3ccccc3)n12
 : i, 15, -23
- CCCC(=O)Nc1nnc(S(=O)(=O)N2CCCC2)s1
 : i, 5, -2
- Cc1cccc(OCc2nnc(SCC(=O)N3c4ccccc4CC3C)n2C)c1C (stereo unspecified)
 : i, 27, -37
- O=C(/C=C/c1ccc(F)cc1)Nc1cccc(S(=O)(=O)N2CCOCC2)c1
 : /, 8, -1
- CCOC(=O)N1CCN(S(=O)(=O)c2ccc(Cl)cc2)CC1
 : i, 8, -8
- Cc1cc(N2CCOCC2)nc2ccc(NC(=O)CCC(=O)N3CCCC(C)C3)cc12 (stereo unspecified)
 : i, 21, -15

# Profiles as entered above. Values in the order: CHT allo act, OX1R antag-1, OX1R antag-2
# `CCNC(=O)Nn1c(C)nnc1C` as listed: i, 11, 0
# `COC(=O)c1ccc(OCC(=O)NC2CCCCCCC2)cc1` as listed: /, 22, 3

# Next part
# Sequence of screens – CHT allo act, OX1R antag-1, OX1R antag-2
- COc1ccccc1OCCSc1nc2ccccc2n1CCO
 : i, 40, -1
- CCc1cccc(CC)c1NC(=O)CN1CCN(c2ccccc2)CC1
 : i, -2, -18
- Cc1cc[n+](CCC(=O)O)c2ccccc12
 : i, 37, -8
- C=CCNC(=S)N1CCN(CCN=CC2=C(O)CC(c3ccc(Cl)cc3)CC2=O)CC1 (stereo unspecified)
 : i, 11, -17
- CC[C@]12c3[nH]c4cc(CCC(=O)N(C)C)ccc4c3CCN1C(=O)[C@@H](CC(=O)NCc1cccc(C(F)(F)F)c1)C[C@@H]2C(=O)N1CCN(C(=O)C2CC2)CC1
 : /, 12, 0
- CCCCNc1c2c3c(cccc3n(C)c1=O)C(=O)c1ccccc1-2
 : i, 12, 91*
- C=CCNC(=O)c1cc2nc(C3CC3)cc(C(F)F)n2n1
 : i, 13, -9
- O=C(Nc1nc2c(s1)CCCC2)c1cc(-c2ccncc2)nc2ccccc12
 : i, 15, -14
- Cc1ccc(Oc2coc3cc(OC(=O)c4cccs4)ccc3c2=O)cc1
 : i, 11, -3
- CSc1ncc(CN2CCc3c([nH]c4ccccc34)C2c2cccc(O)c2)cn1 (stereo unspecified)
 : i, 15, -17
- O=C(Cc1ccccc1)NC(NCCc1ccccc1)C(Cl)(Cl)Cl (stereo unspecified)
 : i, 21, -9
- Clc1ccccc1OCc1nc(-c2ccccn2)no1
 : i, 19, -18
- COc1ccc(/C=C2\SC(=S)N(CCCC(=O)N3CCCCC3CCO)C2=O)cc1 (stereo unspecified)
 : i, 8, -12
- COc1cccc(C(=O)CN2C(=O)C(C)(C)Oc3ccc(C(=O)N4CCCCCC4)cc32)c1
 : i, 13, -3
- Cc1ccccc1NCC(=O)N/N=C\C=C\c1cccc([N+](=O)[O-])c1
 : i, 10, -16
- C[C@]12c3[nH]c4cc(-c5ccco5)ccc4c3CCN1C(=O)[C@@H](CC(=O)NCCc1ccccn1)C[C@@H]2C(=O)N1CCCCC1
 : /, 1, -17
- CCOc1cc(C(=O)CCC(=O)OCC(=O)N2c3ccccc3NC(=O)C2(C)C)ccc1O
 : i, 20, -2
- COCCOC(=O)c1ccc(NC(=O)COc2ccc([N+](=O)[O-])cc2)cc1
 : i, 28, -5
- COc1cc(OC)c(C(=O)/C=C/c2ccccc2)c(O)c1O
 : i, 31, -15
- CCOc1ccccc1Nc1nc(-c2sc(C)nc2C)cs1
 : i, 36, -17

# In another format: results already given.
compound | CHT allo act | OX1R antag-1 | OX1R antag-2
CCc1cccc(CC)c1NC(=O)CN1CCN(c2ccccc2)CC1 | i | -2 | -18
Cc1cc[n+](CCC(=O)O)c2ccccc12 | i | 37 | -8
C=CCNC(=S)N1CCN(CCN=CC2=C(O)CC(c3ccc(Cl)cc3)CC2=O)CC1 (stereo unspecified) | i | 11 | -17
CC[C@]12c3[nH]c4cc(CCC(=O)N(C)C)ccc4c3CCN1C(=O)[C@@H](CC(=O)NCc1cccc(C(F)(F)F)c1)C[C@@H]2C(=O)N1CCN(C(=O)C2CC2)CC1 | / | 12 | 0
CCCCNc1c2c3c(cccc3n(C)c1=O)C(=O)c1ccccc1-2 | i | 12 | 91*
C=CCNC(=O)c1cc2nc(C3CC3)cc(C(F)F)n2n1 | i | 13 | -9

# Screening data (PubChem)
